# Compound activity deposited in PubChem by The Scripps Research Institute Molecular Screening Center.
# FBW7 activator: FBW7 E3 ligase activators, primary screen, biochemical, AlphaScreen, human. F-box/WD repeat-containing protein 7 (Homo sapiens), Q969H0. AlphaScreen FBW7–phospho-cyclin E peptide binding, activator screen. normalized activity (activation), % at 26.1 µM. hit rate 0.13% among 650,000; in the data active = normalized activity above about 1.9%;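 note: purified mutant Fbw7 with reduced substrate affinity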
# GPR151 activ: activators of human GPR151, primary screen, cell-based, PathHunter beta-arrestin, luminescence | PathHunter beta-arrestin GPR151 cells | hit rate 1% among 650,000 | AID 1508602, 2020 | activation, % at 11.2 µM; in the data active = activation above about 4.9%;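 note: 0% = median of compound wells and 100% = cells with positive control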
# Target sequence (Q8TDV0 whole entry, looked up): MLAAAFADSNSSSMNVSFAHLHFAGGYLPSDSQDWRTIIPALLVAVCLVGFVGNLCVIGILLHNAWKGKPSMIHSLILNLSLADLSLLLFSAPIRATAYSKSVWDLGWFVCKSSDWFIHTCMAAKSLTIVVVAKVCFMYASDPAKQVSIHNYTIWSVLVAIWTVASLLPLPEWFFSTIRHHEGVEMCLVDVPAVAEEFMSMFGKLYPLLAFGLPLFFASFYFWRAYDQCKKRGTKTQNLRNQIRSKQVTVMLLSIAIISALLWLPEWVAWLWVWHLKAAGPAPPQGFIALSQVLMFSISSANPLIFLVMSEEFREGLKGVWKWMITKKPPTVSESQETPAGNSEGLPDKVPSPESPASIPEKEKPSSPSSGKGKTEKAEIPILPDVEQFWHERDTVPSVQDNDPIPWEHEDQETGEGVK
# TEAD-YAP inh: TEAD-YAP interaction inhibition, primary screen, TEAD-YAP interaction inhibitor project, luminescence, HEK-TIYL cells; TEAD-Gal4/YAP UAS-luciferase luminescence; inhibition, % at 9.12 µM; hit rate 1.4% among 640,000; in the data active = inhibition above about 32%;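 note: 0% = median of test compound wells and 100% = reference inhibitor wells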
# MITF inh: MITF inhibitors, primary screen, biochemical, AlphaScreen, human; inhibition, % at 2.6 µM; hit rate 0.91% among 650,000; Microphthalmia-associated transcription factor (Homo sapiens), O75030; AlphaScreen MITF homodimerization, bead proximity signal; in the data active = inhibition above about 50%;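 note: 0% = vehicle wells with protein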
# Target sequence (O75030 whole entry, looked up): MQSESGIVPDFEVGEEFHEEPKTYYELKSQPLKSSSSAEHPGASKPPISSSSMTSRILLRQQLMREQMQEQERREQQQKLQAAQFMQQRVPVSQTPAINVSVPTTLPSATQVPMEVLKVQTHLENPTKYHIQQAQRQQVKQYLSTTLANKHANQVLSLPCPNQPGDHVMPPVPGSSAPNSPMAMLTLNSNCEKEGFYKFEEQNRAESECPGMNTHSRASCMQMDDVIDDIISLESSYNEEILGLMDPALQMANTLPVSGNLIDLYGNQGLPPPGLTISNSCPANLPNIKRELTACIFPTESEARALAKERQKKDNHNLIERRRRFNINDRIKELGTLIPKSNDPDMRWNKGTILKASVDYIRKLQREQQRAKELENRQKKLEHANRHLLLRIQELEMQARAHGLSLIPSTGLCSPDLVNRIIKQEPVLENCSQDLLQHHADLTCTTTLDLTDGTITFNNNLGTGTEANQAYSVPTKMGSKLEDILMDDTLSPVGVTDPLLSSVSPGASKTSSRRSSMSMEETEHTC
# Starred values were filed as active, the others as inactive.
# A first look (7 entries):
SMILES,FBW7 activator,GPR151 activ,TEAD-YAP inh,MITF inh
CC(C)n1cnc2c(Nc3ccccc3)nc(Nc3ccccn3)nc21,0.0,1.8,-13.9,0.8
O=C(O)c1cc2nc(-c3ccco3)cc(C(F)(F)F)n2n1,0.0,0.4,-2.6,12.7
Nc1c(C(=O)OCC(=O)NCc2ccccc2)[nH]c(=O)[nH]c1=O,-0.3,-0.8,-0.2,5.0
C=CCNC(=O)CN(c1ccc(OC)cc1)S(C)(=O)=O,-0.1,-0.8,-1.5,9.3
CCOc1ccccc1C1C(C#N)=C(SCC(=O)Nc2ccccc2Cl)NC(C)=C1C(=O)OC (configuration not stated),0.1,-1.6,3.0,37.2
COCCn1nnnc1C(c1ccc(F)cc1)N1CCN(c2ccccc2OC)CC1 (configuration not stated),0.1,0.3,4.4,-3.5
CC1CCN(C(=O)CC[C@H]2CN(Cc3cccnc3)CC[C@H]2N2CCCC2)CC1,0.5,-1.4,14.3,1.2

# The whole of this part, repeating the preview:
SMILES,FBW7 activator,GPR151 activ,TEAD-YAP inh,MITF inh
CC(C)n1cnc2c(Nc3ccccc3)nc(Nc3ccccn3)nc21,0.0,1.8,-13.9,0.8
O=C(O)c1cc2nc(-c3ccco3)cc(C(F)(F)F)n2n1,0.0,0.4,-2.6,12.7
Nc1c(C(=O)OCC(=O)NCc2ccccc2)[nH]c(=O)[nH]c1=O,-0.3,-0.8,-0.2,5.0
C=CCNC(=O)CN(c1ccc(OC)cc1)S(C)(=O)=O,-0.1,-0.8,-1.5,9.3
CCOc1ccccc1C1C(C#N)=C(SCC(=O)Nc2ccccc2Cl)NC(C)=C1C(=O)OC (configuration not stated),0.1,-1.6,3.0,37.2
COCCn1nnnc1C(c1ccc(F)cc1)N1CCN(c2ccccc2OC)CC1 (configuration not stated),0.1,0.3,4.4,-3.5
CC1CCN(C(=O)CC[C@H]2CN(Cc3cccnc3)CC[C@H]2N2CCCC2)CC1,0.5,-1.4,14.3,1.2
COc1ccc(-c2noc(-c3nnn(-c4cc(C)ccc4OC)c3N)n2)cc1,0.2,2.4,-0.7,6.0
O=C(NC(NCCC12CC3CC(CC(C3)C1)C2)(C(F)(F)F)C(F)(F)F)c1cccnc1,0.0,-1.5,-5.9,-5.3
COC(=O)CN(Cc1ccccc1)S(=O)(=O)c1ccc(C)cc1,-0.1,0.2,-8.1,-13.9
Cc1cccc(NC2=NC(=S)N(c3ccc(C)cc3Br)C23CCCCC3)c1,0.3,-0.6,11.2,15.6
N=C1c2ccccc2CN1CCN1C(=O)S/C(=C\c2ccc(F)cc2)C1=O,0.0,-0.3,-2.9,13.5
CNc1c(NC(=O)C2CC(=O)N(c3ccccc3)C2)c(=O)oc2ccccc12 (configuration not stated),-0.1,2.3,1.2,-11.5
C=C(C)CSc1nc2c(c(=O)n1Cc1ccccc1)C(C)(C1CCCCC1)Cc1ccccc1-2 (configuration not stated),0.5,-0.1,16.0,4.3
C#CCN1CCC(N(C)C(C)c2cc(-c3ccccc3)n[nH]2)CCC1=O (configuration not stated),0.2,0.4,14.7,9.1
CCCNC(=O)C1CC(=O)N(c2ccccc2)C1 (configuration not stated),0.1,1.1,3.3,3.7
COc1ccc(Nc2nccn3c(-c4ccsc4)cnc23)cn1,0.8,-1.3,-5.1,16.3
CC/C(=N\NC(=O)OC)c1ccc(F)cc1,0.1,-0.5,-5.4,10.8
O=C1C(O)C(O)C(=O)N1Cc1ccccc1 (configuration not stated),0.2,0.8,-2.3,11.1
CCC(=O)Nc1sc2c(c1C(=O)Nc1cccc3ccccc13)CCCCC2,0.0,-0.9,-6.7,-3.1
O=C(Nc1c[nH]c(=O)[nH]c1=O)c1ccc2c(c1)C(=O)N(c1ccccc1-c1ccccc1)C2=O,-0.1,0.5,-3.5,3.6
CCOC(=O)c1csc(N/N=C/c2ccc(OC)cc2)n1,-0.4,-8.1,-53.5,6.4
O=C(NN1S(=O)(=O)c2ccccc2S1(=O)=O)c1cscn1,0.2,0.6,1.4,14.1
Cc1cccc(N2CCN(Cc3nnnn3C(C)C)CC2)c1C,0.3,-0.9,10.5,1.0
CN(C)CCNC(=O)c1cc(-c2cccnc2)nc2c(Cl)cccc12,0.1,-0.9,6.1,17.8
Cc1cc(-c2nnc(CCC(=O)NC(C)c3ccc(F)cc3)o2)no1 (configuration not stated),-0.2,0.9,-9.1,0.7
Cc1ccc(C(=O)NNC(=S)NCC2CCCO2)cc1[N+](=O)[O-] (configuration not stated),-0.1,1.6,4.6,15.4
COc1ccc([N+](=O)[O-])cc1NS(=O)(=O)c1cccs1,0.2,4.7,10.4,-1.9
O=C(O)C1CCN(c2ncnc3c2oc2ccccc23)CC1,0.7,-0.8,-23.8,-0.8
C=CCC(CC=C)(NC(=O)/C=C/c1cccc([N+](=O)[O-])c1)c1ccccc1,0.1,0.2,6.8,0.5
COc1cccc(Nc2nc3ccccc3n3c(C)nnc23)c1,-0.3,-0.2,-1.5,-4.8
CCN(CC)CCNC(=O)Cn1ncc2ccccc2c1=O,-0.1,0.9,4.7,10.4
Cc1cc(NC(=O)CSCC(=O)NC(C)c2ccccc2)no1 (configuration not stated),0.5,-1.2,2.4,7.5
CC(Oc1ccccc1)C(=O)Nc1nncs1 (configuration not stated),0.0,-0.1,-1.8,6.7
CCc1nc(CN2CCCC(C(=O)Nc3ccc(-c4cccc(OC)c4)cc3)C2)c(C)[nH]1 (configuration not stated),-0.1,0.1,5.5,6.9
COC(=O)c1cc([N+](=O)[O-])c(Nc2cccc3ccccc23)c([N+](=O)[O-])c1,-0.1,1.3,-3.7,4.1
O=C(c1cccn2c(=O)c3cc(Cl)ccc3nc12)N1CCOCC1,-0.4,1.0,-17.7,-4.7
CC(NC(=O)c1ccccc1O)c1ccccc1 (configuration not stated),-0.2,1.5,3.2,-1.2
Cc1ccc(NC(=O)c2cc(S(=O)(=O)Nc3ccc(Br)cc3)ccc2Cl)cc1,0.0,-1.2,-6.9,10.3
Cc1[nH]c2ccccc2c1/C=N/NC(=O)OC(C)(C)C,0.0,1.2,-28.7,8.9
CCn1cc(CNC(=O)CCC2(Cc3ccc(OC)cc3F)CCC(=O)N2)cn1 (configuration not stated),-0.2,1.0,-1.2,2.3
COc1ccc(NC(=O)c2cccnc2Cl)cc1Cl,-0.1,-0.5,-32.8,-3.6
COc1ccc(Br)cc1C(=O)N/C(=C\c1cccc([N+](=O)[O-])c1)C(=O)Nc1ccccc1Cl,-0.1,-0.8,6.2,-8.9
O=C1CCC(C(=O)NCc2nnc3n2CCN(Cc2ccccc2C(F)(F)F)CC3)N1 (configuration not stated),0.3,9.8*,-2.9,1.1
C=C(Cl)COc1nc2cc(OC)c(OC)cc2cc1CNCc1nccn1C,-1.1,0.7,8.2,12.8
CCOC(=O)c1ccc(NC(=O)CSc2nc3ccccc3c(=O)n2CCC(=O)N2CCN(c3ccccc3)CC2)cc1,0.1,-0.2,-0.3,3.4
Cc1cccc(C(=O)NNC(=O)c2ccc(C(C)(C)C)cc2)c1,-0.1,-1.5,-25.2,-0.6
COc1ccc2c(CNCc3ccccc3Cl)c(C(=O)O)[nH]c2c1,0.0,1.5,3.6,7.5
O=C(Cc1noc2ccccc12)N1CCN(c2ccc(F)cc2)CC1,0.0,-0.6,-0.1,3.2
CCCCNc1nc(SCc2ccccc2Cl)nc2ccccc12,0.1,1.1,-6.2,-10.5
Cc1ccc(OCC(=O)Nc2ccc(NC(=O)c3ccco3)cc2)cc1C,-0.1,3.0,-9.2,-14.2
COc1cc2[nH]c3c(=O)n(CC(=O)N4CCN(c5ccc(C)cc5C)CC4)cnc3c2cc1OC,0.7,-1.1,8.2,5.9
O=C(NC1CCN(Cc2ccccc2)CC1)c1cccc(Cl)n1,-0.1,-2.6,3.4,-3.1
COc1cccc(CNC(=O)CCN2Cc3cc(Cl)ccc3OC(C)C2)c1OC (configuration not stated),-0.1,0.3,-3.6,-8.9
Cc1ccc(CN[C@H]2C[C@H]3C(=O)N[C@@H](CCCCN)C(=O)N3C2)cc1F,-0.1,3.6,-5.1,7.3
OCCC1CN(C2CCSCC2)CCN1Cc1ccc(F)cc1 (configuration not stated),0.0,-1.1,-0.8,9.6
N=C1c2ccccc2CN1NC(=O)CSc1nc2ccccc2[nH]1,-0.1,2.0,-19.1,-0.7
COc1nc(-c2cccs2)cc(-c2ccc(C)cc2)c1C#N,-0.1,1.4,-16.7,-9.9
O=C(CSc1nc2ccccc2[nH]1)NCc1cccc(Cl)c1,-0.2,4.8,9.5,6.1
O=C(Nc1ccc(N2CCOCC2)cc1)c1cc(I)ccc1Cl,0.2,-1.6,3.2,1.5
# (more compounds)
SMILES,FBW7 activator,GPR151 activ,TEAD-YAP inh,MITF inh
C#CC(O)(c1ccccc1)c1ccccc1,0.1,-0.6,-3.3,12.4
CCCc1nc2nc(C)cc(Nc3cccc(F)c3)n2n1,-0.2,-0.7,-0.6,-6.5
Cc1nn(CC(=O)NCCN(C)C2CCCCC2)c(=O)c2cccn12,0.4,-1.3,15.4,-2.6
COc1ccc(N2CC(NC(=O)NCc3ccco3)CC2=O)cc1 (configuration not stated),0.0,1.9,0.0,-6.2
CC1CCC(NC(=O)c2cccn3c(=O)c4cc(Cl)ccc4nc23)CC1 (configuration not stated),-0.2,0.3,-2.7,-4.4
COc1ccc(C(CC(=O)NCc2ccco2)NS(=O)(=O)c2ccc(F)cc2)cc1 (configuration not stated),0.0,-1.3,6.2,1.0
CN(CCO)CC(=O)N1CCc2ccccc21,0.1,3.5,7.7,2.3
Cc1cc(C)n(-c2nc3ccccc3nc2N2CCN(C(=O)c3ccc(F)cc3)CC2)n1,0.4,-0.6,6.2,10.4
O=C(O)CCC(=O)NNC(=O)c1ccc(O)cc1,1.0,-0.6,-17.2,0.5
O=C1C(=O)N(c2nccs2)C(c2ccccc2Cl)/C1=C(\O)c1ccc(F)cc1 (configuration not stated),-0.1,0.7,5.3,-5.0
CCC(C)Nc1nc(-c2cc(OC)c(OC)c(OC)c2)nc2ccccc12 (configuration not stated),0.0,1.7,0.4,-16.6
N#Cc1c2n(c3c(=O)n(Cc4ccccc4)cnc13)CCCC2,-0.2,-0.2,-18.0,-9.7
O=C(OCc1ccccc1)c1ccc(Br)c([N+](=O)[O-])c1,-0.1,-0.8,12.1,18.7
COc1ccc(CCN2CCc3nc4nc(N)ccc4cc3C2)cc1,0.0,0.5,-2.9,0.0
Cc1cccc(C(=O)NNC(=O)CCCCCN2C(=O)c3ccccc3C2=O)c1,-0.1,-1.2,-5.8,3.7
CC(=O)c1ccc(S(=O)(=O)N2CCNC(=O)C2)cc1,0.0,0.0,7.7,-4.0
CCCCN(C)CCCN(Cc1ccco1)C(=S)Nc1ccccc1F,0.6,-0.7,4.5,1.8
COc1ccc(CCNC(=O)c2cccc(F)c2)cc1,-0.1,-1.1,-44.8,-4.9
CCN(Cc1ccccc1)S(=O)(=O)c1ccc2[nH]c(=O)ccc2c1,0.1,2.6,-0.4,7.9
N#C/C(=C/c1ccco1)C(=O)Nc1ncc(Cc2ccc(Br)cc2)s1,0.1,-2.2,-3.8,-2.4
COc1ccccc1-n1c(O)c(C=Nc2cccc(C)c2)c(=O)[nH]c1=S,0.1,5.1*,4.8,20.4
COc1ccc(N2CCN(S(=O)(=O)c3ccc(F)c(C(=O)Nc4ccc(Cl)cc4Cl)c3)CC2)cc1,0.1,-2.0,-8.3,23.7
CCC1CN(CC(=O)NCc2ccc(F)cc2)Cc2cc(OC)ccc2O1 (configuration not stated),0.1,-0.4,-7.5,-5.5
O=C(Nc1ccncc1)c1ncoc1-c1ccccc1C(F)(F)F,0.2,-0.4,18.5,-1.1
O=C(c1cccs1)N1CCC(N2CCN(Cc3ccccc3)CC2)CC1,-0.3,-1.0,1.7,76.7*
O=C(CN1C(=O)N2CCN=C2c2ccccc21)Nc1ccc2c(c1)OCCO2,0.2,2.0,2.0,2.2
OCCC1CN(Cc2cn[nH]c2C2CCCCC2)CCN1Cc1ccsc1 (configuration not stated),0.0,0.4,-11.9,0.8
COc1cc(/C=C2/C(=O)N(c3ccc(C)c(C)c3)N=C2C)cc(OC)c1O,0.0,-1.7,7.1,25.5
O=c1c(Cl)c(N/N=C/c2ccc(Cl)cc2)cnn1-c1ccccc1,0.2,-1.9,7.2,26.8
Cc1cccc(C(=O)NCc2n[nH]c(=S)n2-c2cccc(Cl)c2)c1,-0.1,0.3,3.2,2.3
Cc1nn(C(C)C(=O)NC(C)C)c(=O)c2cc3occc3n12 (configuration not stated),0.2,0.0,-5.1,-8.4
COc1cccc(/C=N/NC(=S)NC(C)C)c1OC,0.0,1.0,-6.5,-1.6
Cc1cccc(S(=O)(=O)NCc2csc(-c3ccccc3)n2)c1,0.4,0.0,6.5,11.6
CCOc1ccc(-c2nnc(SCc3cc(=O)n4cc(Br)ccc4n3)nc2-c2ccc(OCC)c(OC)c2)cc1OC,1.1,-1.3,5.8,12.6
CC(C)Oc1ccc(CNC2CCOC(C)(C)C2)cc1 (configuration not stated),0.1,-1.6,11.4,12.4
O=C(Nc1ccc(-c2nc3cc(NC(=O)c4ccco4)ccc3o2)cc1)c1ccco1,0.2,0.6,-23.5,9.8
Cc1ccc(CNC(=O)Cn2ncc3ccsc3c2=O)cc1,0.1,-1.5,-33.3,9.8
